Assay outcomes: PubChem, several laboratories
Neddylation inh = inhibitors of cullin neddylation, primary screen, biochemical, TR-FRET, uHTS, NAE and Ubc12; NEDD8-conjugating enzyme Ubc12 (Homo sapiens) + NEDD8-activating enzyme E1 regulatory …; calls only at 25 µM; 360,000 tested, 0.58% active; AID 651699, 2012; in the data active = inhibition above about 36%
MLLE-PAM2 inh = inhibitors of PABP1 MLLE–PAM2 peptide binding, primary screen, biochemical, fluorescence polarization, FITC-PAM2, GST-MLLE; Polyadenylate-binding protein 1 (Homo sapiens), P11940; inhibition, % at 20 µM; 360,000 tested, 0.36% active; AID 588489, 2011; in the data active = inhibition above about 35%, passing the limit was not always enough;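 note: plate controls were DMSO wells with GST-MLLE for no effect and wells lacking GST-MLLE protein for full effect; some results filed as inactive read as strong as hits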
FAS TE block = FAS thioesterase domain inhibitors, primary screen, biochemical, fluorescence intensity, uHTS | Fatty acid synthase (Homo sapiens), P49327 | recombinant FAS-TE, OMFH fluorogenic substrate, fluorescence endpoint | inhibition, % at 15 µM | 360,000 tested, 0.67% active;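 active = compounds whose normalised, plate-corrected inhibition of enzyme fluorescence in the single-dose primary screen is 50% or more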;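 note: 0% = DMSO with enzyme and 100% = substrate without enzyme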
Target sequence (P49327 whole entry, looked up, the tested form may be a part): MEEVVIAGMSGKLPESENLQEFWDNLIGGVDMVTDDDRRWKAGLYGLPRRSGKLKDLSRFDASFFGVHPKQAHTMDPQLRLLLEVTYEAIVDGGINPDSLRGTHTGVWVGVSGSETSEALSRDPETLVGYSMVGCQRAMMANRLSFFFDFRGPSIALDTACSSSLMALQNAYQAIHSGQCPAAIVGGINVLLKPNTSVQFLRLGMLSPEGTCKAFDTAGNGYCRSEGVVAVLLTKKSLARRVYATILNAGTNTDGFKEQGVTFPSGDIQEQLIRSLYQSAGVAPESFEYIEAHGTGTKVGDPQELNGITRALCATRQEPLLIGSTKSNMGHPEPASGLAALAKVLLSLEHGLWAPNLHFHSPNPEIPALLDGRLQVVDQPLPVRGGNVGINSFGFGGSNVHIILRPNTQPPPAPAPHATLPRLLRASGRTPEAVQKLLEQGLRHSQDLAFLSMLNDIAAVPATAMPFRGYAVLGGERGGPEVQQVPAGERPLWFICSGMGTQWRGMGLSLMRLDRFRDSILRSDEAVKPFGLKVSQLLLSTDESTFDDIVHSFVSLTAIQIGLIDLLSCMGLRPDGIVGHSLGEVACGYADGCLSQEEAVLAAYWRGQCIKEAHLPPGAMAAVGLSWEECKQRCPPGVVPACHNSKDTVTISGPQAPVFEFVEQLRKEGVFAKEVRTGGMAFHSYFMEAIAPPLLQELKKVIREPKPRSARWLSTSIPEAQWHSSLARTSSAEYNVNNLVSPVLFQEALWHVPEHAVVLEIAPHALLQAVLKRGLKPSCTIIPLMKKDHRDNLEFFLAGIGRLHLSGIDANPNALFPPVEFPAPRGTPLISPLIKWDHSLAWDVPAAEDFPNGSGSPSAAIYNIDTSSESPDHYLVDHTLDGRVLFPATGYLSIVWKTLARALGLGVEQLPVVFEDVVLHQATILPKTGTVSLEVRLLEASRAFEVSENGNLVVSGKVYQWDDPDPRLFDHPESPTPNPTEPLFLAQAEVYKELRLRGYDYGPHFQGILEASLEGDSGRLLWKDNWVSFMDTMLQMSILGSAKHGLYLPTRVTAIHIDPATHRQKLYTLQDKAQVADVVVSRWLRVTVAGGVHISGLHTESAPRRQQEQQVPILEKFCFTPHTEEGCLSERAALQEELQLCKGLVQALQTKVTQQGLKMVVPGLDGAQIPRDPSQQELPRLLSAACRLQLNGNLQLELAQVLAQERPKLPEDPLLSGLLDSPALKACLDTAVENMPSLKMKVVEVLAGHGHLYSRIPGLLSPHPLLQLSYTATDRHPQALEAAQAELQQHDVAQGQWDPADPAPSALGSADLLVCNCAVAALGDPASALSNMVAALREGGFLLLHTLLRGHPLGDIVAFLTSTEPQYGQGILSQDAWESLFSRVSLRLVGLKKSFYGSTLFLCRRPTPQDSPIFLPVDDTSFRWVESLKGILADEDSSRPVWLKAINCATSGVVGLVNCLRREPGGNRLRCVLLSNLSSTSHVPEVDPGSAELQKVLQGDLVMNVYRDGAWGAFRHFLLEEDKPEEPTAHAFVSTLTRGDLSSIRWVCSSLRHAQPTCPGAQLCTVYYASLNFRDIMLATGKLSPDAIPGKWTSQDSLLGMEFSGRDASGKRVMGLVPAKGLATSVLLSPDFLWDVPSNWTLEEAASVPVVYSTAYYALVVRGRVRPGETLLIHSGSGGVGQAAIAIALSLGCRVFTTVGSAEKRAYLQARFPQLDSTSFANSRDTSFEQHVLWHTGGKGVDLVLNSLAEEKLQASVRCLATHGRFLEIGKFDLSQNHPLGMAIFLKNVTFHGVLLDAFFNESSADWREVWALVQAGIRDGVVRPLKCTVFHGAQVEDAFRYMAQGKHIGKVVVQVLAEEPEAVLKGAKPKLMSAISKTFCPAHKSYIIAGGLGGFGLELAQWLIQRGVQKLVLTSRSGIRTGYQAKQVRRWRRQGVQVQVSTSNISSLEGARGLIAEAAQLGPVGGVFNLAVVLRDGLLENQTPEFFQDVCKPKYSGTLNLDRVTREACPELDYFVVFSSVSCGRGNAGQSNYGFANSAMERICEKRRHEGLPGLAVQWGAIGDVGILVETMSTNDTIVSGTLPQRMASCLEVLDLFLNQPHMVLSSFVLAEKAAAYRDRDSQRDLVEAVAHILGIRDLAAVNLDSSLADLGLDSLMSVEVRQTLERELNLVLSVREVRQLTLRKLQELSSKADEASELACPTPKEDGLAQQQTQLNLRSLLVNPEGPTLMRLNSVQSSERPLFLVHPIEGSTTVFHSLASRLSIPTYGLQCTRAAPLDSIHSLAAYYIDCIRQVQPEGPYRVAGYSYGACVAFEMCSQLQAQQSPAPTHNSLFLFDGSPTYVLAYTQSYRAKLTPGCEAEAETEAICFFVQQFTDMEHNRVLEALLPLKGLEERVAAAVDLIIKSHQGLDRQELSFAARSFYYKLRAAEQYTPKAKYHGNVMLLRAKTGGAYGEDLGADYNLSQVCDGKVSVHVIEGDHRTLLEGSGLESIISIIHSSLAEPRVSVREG
SKN-1 inh = suppressors of acrylamide-induced Pgst-4::GFP reporter in worms, primary screen, SKN-1 inhibitor project, whole organism, uHTS, GFP/RFP fluorescence ratio, strain VP596; C. elegans VP596 Pgst-4::GFP/RFP ratio, 24 h; inhibition, % at 21.8 µM; 360,000 tested, 0.49% active; AID 624304, 2012;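 active = interference check ratio from 0.5 to 1.5 plus GFP to RFP signal ratio inhibition reaching or exceeding a fixed threshold, cut at about 30% in these data, passing the limit was not always enough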; note: some compounds called inactive have numbers as strong as hits
MT1-MMP act inh = blockers of MT1-MMP proenzyme processing, primary screen, HT1080 RFP-PRO-GFP cells, GFP/RFP fluorescence; GFP/RFP ratio fluorescence, overnight; percent of plate control window, DMSO zero; GFP/RFP ratio change, % at 20 µM; 360,000 tested, 0.061% active; AID 651647, 2012;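 active = GFP/RFP ratio change of at least 30% with cell ATP level not reduced by more than half and red fluorescence within 50% of control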; note: strong numbers were not always called active
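Assay system: HT1080 cells carrying an RFP-PRO-GFP reporter | Dosing: Single dose of 20 µM compound, 1% DMSO final | Incubation: Cells overnight before dosing, compound overnight, 37 °C, 5% CO2 | Evaluation: GFP/RFP fluorescence ratio | Control set: DMSO and RFP-L50D-GFP cell wells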
CSN deneddyl inh = inhibitors of CSN-mediated cullin deneddylation, primary screen, biochemical, fluorescence polarization, uHTS; COP9 signalosome complex subunit 5 (Homo sapiens), Q92905; Purified CSN, SCF-Nedd8-OG deneddylation; inhibition, % at 12.5 µM; 360,000 tested, 0.38% active; AID 651999, 2013;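 active = pattern-corrected inhibition above about 35%, with an unprinted fluorescence ratio check between 0.5 and 1.5, limit read from the data, passing the limit was not always enough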;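 note: 0% = enzyme with substrate and 100% = substrate without enzyme; some results filed as inactive read as strong as hits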
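Material: human Csn5 produced in HEK293T cells; Input: enzyme 0.24 nM; Reagent: SCFSkp2-Nedd8OG substrate at 10 nM final; Dosing: 12.5 µM compound; Incubation: 90 min reaction at room temperature; Detection: fluorescence polarization of the substrate; Evaluation: % inhibition of substrate cleavage by Csn5; Control set: substrate-only high control, full reaction low control.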
Rpn11 block = Rpn11 (PSMD14) deubiquitinase inhibitors, primary screen, biochemical, fluorescence polarization, uHTS; calls only at 20 µM; human 26S proteasome, Ub4-pepOG fluorescence polarization; 20S core pre-blocked with epoxomicin; 360,000 tested, 0.59% active;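 active = inhibition at 20 µM, scaled to each plate's controls, above about 33%, limit read from the data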
Rin1-Abl PPI inh = inhibitors of Rin1-Abl protein binding, primary screen, biochemical, TR-FRET; inhibition, % at 7.35 µM; Tyrosine-protein kinase ABL1 (Homo sapiens) + Ras and Rab interactor 1 (Homo sapiens), …; AID 588664, 2011; 360,000 tested, 0.4% active; in the data active = inhibition above about 5%, passing the limit was not always enough
NadD inh = inhibitors of S. aureus NadD, primary screen, biochemical, colorimetric, uHTS; Nicotinate-nucleotide adenylyltransferase NadD (Staphylococcus aureus N315); purified NadD enzyme, colorimetric absorbance read-out; inhibition, % at 20 µM; 360,000 tested, 0.78% active; AID 602399, 2012; in the data active = inhibition above about 26%; note: some compounds past the cut are filed as inactive
Numbers without * were called inactive; i = inactive; x = not tested or not shown. Rows are unselected. About 3.9% of those tested had a hit in this group.

Structure	Neddylation inh	MLLE-PAM2 inh	FAS TE block	SKN-1 inh	MT1-MMP act inh	CSN deneddyl inh	Rpn11 block	Rin1-Abl PPI inh	NadD inh
Cc1ccc(S(=O)(=O)N2CCC(NC(=O)OC(C)C)CC2)cc1	i	-12.0	-5.8	-1.3	1.9	-2.6	i	0.3	-1.8
CC1CCN(c2ccc(NC(=O)c3cccnc3)cc2)CC1	i	-46.0	-7.1	0.1	-3.0	14.7	i	7.3	-2.6
CCn1c(CNC(=O)C23CC4CC(CC(C4)C2)C3)nnc1SC	i	-5.3	-4.7	-2.3	3.8	3.3	i	-2.7	1.2
CCN(C(=O)COC(=O)/C(=C/c1ccccc1)n1nnnc1C)C1CCCCC1	i	5.5	18.5	-2.1	-19.8	0.0	i	1.7	7.4
COc1ccc(S(=O)(=O)N2CCCCC2c2cc(C(=O)Nc3ccc4c(c3)OCO4)no2)cc1 (centres undefined)	i	-13.1	22.9	-2.3	-2.0	-1.0	i	-5.0	-38.6
COc1ccccc1C(=O)NS(=O)(=O)c1ccc(C)cc1	i	16.1	-6.1	-7.3	-2.4	2.6	i	1.2	-8.5
CC1CC(C)CN(C(=O)c2ccc3c(c2NCCO)C(=O)c2ccccc2C3=O)C1 (centres undefined)	i	8.1	43.5	36.4*	60.0*	-0.4	i	-12.0	-3.3
CC(C)(C)CN1CCC(n2nccc2NC(=O)c2ccccc2Cl)CC1	i	4.8	-2.9	-6.2	0.0	1.9	i	0.1	-3.6
Cc1cc2c(C)nc3ccccc3c2o1	i	-1.2	-2.7	-13.2	-1.0	-9.9	i	-0.2	4.1
O=C(NNC(=O)C1CCN(S(=O)(=O)c2ccc(Cl)cc2)CC1)c1ccccc1	i	3.6	-7.5	3.1	3.4	3.9	i	0.2	0.0
COc1ccc(-c2sc3cc4c(cc3c2C#Cc2cncn2C)OCO4)cc1	x	-12.5	-2.4	-11.5	-1.5	-5.6	i	4.5	8.5
O=C(NCc1ccc(F)cc1)C1CC(=O)N(C2CCCC2)C1 (centres undefined)	i	16.2	-4.6	6.0	-0.2	8.1	i	-0.9	-0.7
CC1CCCN(C(=O)C2CCN(C(=O)Nc3ccccc3)CC2)C1 (centres undefined)	i	-5.2	-6.3	-4.0	4.7	-2.6	i	-0.9	2.2
Cc1ccc(S(=O)(=O)N2CCC(C(=O)NCC3CC3)CC2)cc1	i	8.7	-3.0	-1.3	2.4	-0.1	i	1.7	3.6
Cc1cc(C)c(OCCCNC2CCCC2)c(Br)c1	i	0.4	-6.4	-17.9	-2.9	-3.2	i	0.2	-9.1
COc1ccc(C2CC(c3ccc(Br)cc3)=NN2C(=S)Nc2ccccc2)cc1 (centres undefined)	i	18.6	25.9	9.0	0.9	4.1	i	-0.3	5.7
O=C(NCc1cn2ccsc2n1)c1cccs1	i	-17.2	-3.0	7.4	-1.0	5.3	i	-7.3	3.4
CCOC(=O)c1cnc(SCC(=O)Nc2ccc(NC(=O)CC)c(OC)c2)nc1N	i	-2.4	-11.2	-8.8	-0.9	-4.5	i	1.8	1.6
CCOc1ccc(Nc2oc(-c3ccc(Cl)cc3)nc2C#N)cc1	x	-2.3	4.6	-10.0	6.3	0.9	i	-0.4	-0.8
CC(C)CN1CCC(=O)N([C@H](CSc2ccccc2)Cc2ccccc2)CC1	i	28.1	8.2	-7.1	-0.9	-1.0	i	2.8	-2.9

Records listed so far shown as hits in MT1-MMP act inh:
compound,Neddylation inh,MLLE-PAM2 inh,SKN-1 inh,MT1-MMP act inh,CSN deneddyl inh,Rpn11 block,Rin1-Abl PPI inh,NadD inh
CC1CC(C)CN(C(=O)c2ccc3c(c2NCCO)C(=O)c2ccccc2C3=O)C1 (centres undefined),i,8.1,36.4*,60.0*,-0.4,i,-12.0,-3.3

Additional structures.
Structure	Neddylation inh	MLLE-PAM2 inh	FAS TE block	SKN-1 inh	MT1-MMP act inh	CSN deneddyl inh	Rpn11 block	Rin1-Abl PPI inh	NadD inh
Cc1nnc(SCc2cc(=O)oc3ccc4ccccc4c23)n1Cc1ccccc1	i	3.0	36.0	0.4	-2.2	-0.2	i	-2.1	10.5
COc1ccccc1C(=O)N=C1SC2CS(=O)(=O)CC2N1c1ccccc1 (centres undefined)	i	-5.8	-3.5	16.8	-0.2	0.5	i	0.1	2.8
CO[C@H]1CN(C)C(=O)c2ccc(NC(=O)c3ccc4c(c3)OCO4)cc2OC[C@H](C)N(CC2CC2)C[C@@H]1C	i	x	x	-0.4	8.3	-3.7	x	x	x
COC(=O)c1ccc(N2CCCCC2)c(N)c1	i	-2.0	-0.8	7.5	5.6	-5.7	i	2.1	-8.2
CCc1nc2ccc(C(=O)Nc3cccc(NS(C)(=O)=O)c3)cn2c1N(C)C(=O)Cc1ccccc1	i	-0.1	-6.3	5.1	-2.1	4.3	i	1.2	-0.9
CCOC(=O)C1=CC[C@H]2c3c(c4ccccc4n3C)C(=O)C1N2C	i	-3.5	-10.0	19.6	-1.0	-1.2	i	-0.1	1.5
COC(=O)C1=C(C)N(Cc2ccccc2)C(=NCc2ccc3c(c2)OCO3)N[C@H]1c1ccccc1	i	-76.6	-9.0	9.0	-1.9	1.0	i	-1.8	-1.7
C=CCN1C(=O)[C@]2(c3ccccc31)C1CCCC=C1C(C#N)=C(N)C2(C#N)C#N (some centres undefined)	i	-4.3	-5.4	-11.3	-20.7	3.9	i	-4.1	0.7
COC(=O)c1ccccc1C(=O)c1ccc2c(c1)NC(=O)CO2	i	-4.1	-1.2	2.8	-2.1	-0.4	i	-1.1	-3.8
O=C(CSc1nc2sc3c(c2c(=O)n1-c1ccccc1)CCCC3)NCc1ccco1	i	-1.6	3.5	-1.6	-3.0	0.8	i	1.9	1.9
CSCCC(C(=O)NC1CCCC1)n1c(C2CC2)nc2ccccc21 (centres undefined)	i	x	x	1.8	4.8	-3.1	x	x	x
COc1ccc(CCNC(=O)Cn2nnc(C(=O)Nc3ccc(Br)cc3)c2N)cc1OC	i	-8.0	3.6	10.5	2.0	-0.1	i	-0.7	-4.3
O=C(N[C@@H](Cc1ccc(O)cc1)C(=O)O)c1ccncc1	i	-8.7	-5.4	7.0	-0.4	4.2	i	2.9	1.9
CCCCOC(=O)c1cccnc1	i	6.2	-2.5	3.8	4.7	-5.5	i	-2.6	-0.5
CC(C(=O)N1CCCCC1)n1ncn2cccc2c1=O (centres undefined)	i	5.4	-13.2	8.9	-0.2	-2.4	i	-1.8	-3.9
C[C@H](CO)N1C[C@H](C)[C@@H](CN(C)S(=O)(=O)c2cn(C)cn2)Oc2c(NS(=O)(=O)c3ccc(F)cc3)cccc2C1=O	i	4.3	-10.1	-10.1	-3.5	0.9	i	2.0	0.9
O=C1CCC/C(=N\NC(=O)COc2ccc(Cl)cc2)C1	i	17.7	-6.9	0.8	-0.6	8.1	i	3.8	7.1
O=C(NNC1=NCCC1)C1CC1	i	1.8	-2.3	-3.4	0.3	-1.0	i	1.6	-4.7
CC(C)C1=NN(C(=O)c2cccnc2)C(O)(C(F)(F)F)C1 (centres undefined)	i	-2.8	-5.7	15.9	6.8	-1.6	i	-1.9	-2.6
COCCNC(=O)c1cc(C)ccc1C	i	-2.9	-13.2	1.1	2.2	1.1	i	-1.6	-7.1

Continuation:
Structure	Neddylation inh	MLLE-PAM2 inh	FAS TE block	SKN-1 inh	MT1-MMP act inh	CSN deneddyl inh	Rpn11 block	Rin1-Abl PPI inh	NadD inh
CC(=O)O[C@]1(C(C)=O)CC[C@H]2[C@@H]3C=C(Cl)C4=CC(=O)CC[C@]4(C)[C@H]3CC[C@@]21C	i	5.7	17.7	5.6	-5.3	0.0	i	-1.9	3.2
Cn1c(SCC(=O)NC2CCCCCC2)nnc1-c1ccco1	i	6.4	0.5	6.8	3.3	1.1	i	0.3	-0.6
Cc1csc2ncc(C(=O)NCCC(c3ccccc3)c3ccccc3)c(=O)n12	i	-9.6	37.3	5.6	-11.8	8.1	i	-0.7	0.2
Cn1c(=O)c2c(nc(CO)n2C)n(C)c1=O	i	6.0	-3.0	13.2	3.7	8.9	i	-0.5	-7.4
COc1ccc(CNC(=O)c2ccc(-c3ccc(F)c(F)c3)c3ccoc23)cc1OC	i	-4.6	20.1	1.0	1.7	0.9	i	1.4	-1.7
CCCn1c(N)c(C(=O)CSc2ncn[nH]2)c(=O)n(C)c1=O	i	-9.3	-9.0	4.8	1.4	5.0	i	0.9	0.0
Cc1cnc(NC(=O)CSc2nc3ccccc3s2)s1	i	8.0	1.5	-1.0	3.7	2.6	i	-4.6	-1.1
CC(=O)c1ccc(S(=O)(=O)Nc2ccc(C(=O)NCCCn3ccnc3)cc2)cc1	i	5.0	-7.9	5.5	7.9	-0.9	i	-1.8	5.3
CCOC(=O)CNC(=O)C1(/C=C/c2ccccc2)CC(=O)N1c1ccc(OC)cc1 (centres undefined)	i	-7.6	2.4	15.9	-3.5	1.7	i	2.9	-2.1
CCC1CCCCN1CC(=O)Nc1cc(OC)c(OC)cc1C#N (centres undefined)	i	-7.5	0.2	9.3	-1.2	5.3	i	-1.8	7.4
S=C(Nc1ccc(Cl)cc1)N1CCOCC1	i	-49.6	-4.5	7.4	0.9	42.1*	i	1.5	2.1
S=c1nc[nH]c2c1[nH]c1ccccc12	i	18.0	-8.4	13.6	5.6	1.0	i	i	3.4
O=C1CCCC(O)=C1Sc1ccccc1C(=O)O	i	8.7	-4.8	-2.3	2.1	11.2	i	7.0	2.3
COc1ccc(NC(=O)CSc2nnc(Cn3c(=O)sc4ccccc43)n2C)c(OC)c1	i	-7.6	-4.0	1.3	-2.0	-6.5	i	-1.4	0.4
CN(C)S(=O)(=O)c1cccc(C(=O)Nc2cc(Cl)ccc2O)c1	i	-7.1	-27.2	10.6	1.9	-7.0	i	-0.1	-1.9
O=C(Nc1ccc(NC(=O)c2cccs2)c(Cl)c1)c1cccs1	i	14.5	6.2	6.7	2.1	8.4	i	1.2	-9.1
COc1ccc(S(=O)(=O)N(CC(=O)N/N=C/c2cccs2)c2cc(C)cc(C)c2)cc1OC	i	8.7	23.5	3.3	9.6	-4.0	i	1.4	9.7

Ordered by molar mass (highest first): some entries from above
Structure	Neddylation inh	MLLE-PAM2 inh	FAS TE block	SKN-1 inh	MT1-MMP act inh	CSN deneddyl inh	Rpn11 block	Rin1-Abl PPI inh	NadD inh
CC(=O)c1ccc(S(=O)(=O)Nc2ccc(C(=O)NCCCn3ccnc3)cc2)cc1	i	5.0	-7.9	5.5	7.9	-0.9	i	-1.8	5.3
COc1ccc(CNC(=O)c2ccc(-c3ccc(F)c(F)c3)c3ccoc23)cc1OC	i	-4.6	20.1	1.0	1.7	0.9	i	1.4	-1.7
O=C1CCCC(O)=C1Sc1ccccc1C(=O)O	i	8.7	-4.8	-2.3	2.1	11.2	i	7.0	2.3
